RGS4 inh = inhibitors of human regulator of G protein signaling 4; Potency, µM (top dose mostly 114 µM), for the others: at the highest dose activity change, negative = inhibition, most hits filed as inhibitors; actives 0.039% (n = 390,000); Transcreener GDP fluorescence polarization, RGS4-accelerated GTP hydrolysis; further: on the % scale 0 is the no-effect control and ±100 the full control effect; nearly all actives have a fitted effect of over 75% in size; some results filed as inactive show a strong effect at the top dose
Target sequence (P49798 whole entry, looked up): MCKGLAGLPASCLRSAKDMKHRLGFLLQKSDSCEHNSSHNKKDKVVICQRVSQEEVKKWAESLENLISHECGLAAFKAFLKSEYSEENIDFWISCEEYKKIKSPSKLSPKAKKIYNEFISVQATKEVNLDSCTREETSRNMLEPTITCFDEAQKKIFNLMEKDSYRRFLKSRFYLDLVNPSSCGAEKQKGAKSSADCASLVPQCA
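MLSMR compounds (23 nl, pin-transferred) preincubated 10 min at room temperature with a 500nM (2x) first reagent, then RGS4 at 900nM (2x) plus Transcreener GDP mix added; fluorescence polarization (620/688 nm) read before and after 90 min at 30 °C.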
PGK inhibitor = T. brucei PGK inhibition; actives 0.043% (n = 380,000); PGK/GAPDH coupled, Kinase-Glo luminescence, 60 min; Potency, µM (titrated, usually from 57.5 µM), for inactives: at the top dose activity change, negative = inhibition, usual class: inhibitors; further: on the % scale 0 is the no-effect control and ±100 the full control effect; nearly all actives have a fitted effect of over 60% in size
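Luminescent ATP detection (Kinase-Glo Plus) follows a 60-minute room-temperature incubation, with wells lacking PGK as controls. Buffer: 100 mM TEA (pH 7.6), 5 mM MgCl2, 0.01% Tween-20. Coupling enzyme GAPDH (100 nM final) supplies unstable 1,3-BPG in-well.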
Pin1 inhibitor = inhibitors of human Pin1; Q13526; Pin1 FP peptide displacement, HiFluor488, 10 min; Potency, µM (top dose mostly 115 µM), for the others: at the highest dose activity, negative = inhibition, usual class: inhibitors; actives 0.009% (n = 390,000); AID 504891; active means well fitted inhibition curve with a large enough effect in the polarisation, with a control signal flat, not every such curve was filed as active; inconclusive means small, poorly fitted or top-dose-only effect, or effect the other way, or a change in a side signal; inactive means no such curve, though single readings can be large or run the other way; the % refers to the polarisation; further: on the % scale 0 is the no-effect control and ±100 the full control effect
Target sequence (Q13526 whole entry, looked up): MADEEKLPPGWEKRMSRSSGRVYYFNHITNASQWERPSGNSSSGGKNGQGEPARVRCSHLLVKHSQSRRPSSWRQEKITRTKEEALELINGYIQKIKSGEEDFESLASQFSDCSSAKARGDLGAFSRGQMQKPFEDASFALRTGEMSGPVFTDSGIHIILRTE
ALOX12 inh = inhibitors of human 12S-lipoxygenase ALOX12. purified 12hLO, xylenol orange hydroperoxide absorbance. Potency, µM (series often up to 108 µM), for inactives: at the highest dose activity change, negative = inhibition, most hits filed as inhibitors. actives 1.1% (n = 580,000). AID 1671190; further: on the % scale 0 is the no-effect control and ±100 the full control effect
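Purified human 12hLO (150 nM final) in 25 mM Hepes, 0.01% Triton X-100, pH 7.0 was preincubated 15 min at room temperature with compound. Then 40 uM arachidonic acid was added, 30 min. Hydroperoxide was read by Fe-XO absorbance ratio 573/405 nm.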
JMJD2A Tudor = blocks the human JMJD2A Tudor domain. O75164. AID 504339. actives 4.4% (n = 390,000). Potency, µM (top dose mostly 114 µM), without a hit: at the highest dose activity change, negative = inhibition, hits mostly inhibitors. AlphaScreen JMJD2A-Tudor / H3K4me3 peptide binding; further: on the % scale 0 is the no-effect control and ±100 the full control effect; nearly all actives have a fitted effect of over 50% in size
GLS inhibitor = blocks human kidney-isoform glutaminase activity | GLS enzymatic activity, qHTS titration | actives 0.21% (n = 410,000) | Potency, µM (series often up to 45.5 µM), for the others: at the top dose activity change, negative = inhibition, most hits filed as inhibitors; further: on the % scale 0 is the no-effect control and ±100 the full control effect
Target sequence (O94925 whole entry, looked up, canonical isoform): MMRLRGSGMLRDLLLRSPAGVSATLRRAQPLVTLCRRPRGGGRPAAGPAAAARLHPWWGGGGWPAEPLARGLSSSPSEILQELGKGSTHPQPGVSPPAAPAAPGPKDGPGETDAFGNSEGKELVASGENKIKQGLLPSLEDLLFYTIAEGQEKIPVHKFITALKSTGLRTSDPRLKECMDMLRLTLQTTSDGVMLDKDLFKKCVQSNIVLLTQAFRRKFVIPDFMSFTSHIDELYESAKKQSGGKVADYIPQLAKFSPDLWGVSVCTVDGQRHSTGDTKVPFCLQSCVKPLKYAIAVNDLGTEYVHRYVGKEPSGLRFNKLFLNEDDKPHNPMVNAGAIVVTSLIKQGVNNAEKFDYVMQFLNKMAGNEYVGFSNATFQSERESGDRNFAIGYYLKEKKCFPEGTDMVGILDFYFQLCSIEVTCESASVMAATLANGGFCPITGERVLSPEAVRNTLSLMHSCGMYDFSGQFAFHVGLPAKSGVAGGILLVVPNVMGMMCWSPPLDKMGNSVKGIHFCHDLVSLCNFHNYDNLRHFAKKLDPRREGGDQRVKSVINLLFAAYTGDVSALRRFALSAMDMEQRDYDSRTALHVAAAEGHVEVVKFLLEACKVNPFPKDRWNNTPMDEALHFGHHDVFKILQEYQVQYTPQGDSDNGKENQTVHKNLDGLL
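hKGA in 45 mM KH2PO4 pH 8.2, 0.02% Tween-20 with pin-transferred compounds; 1 mM L-glutamine (stock) plus glutamate oxidase/HRP/Amplex Red coupling added. Fluorescence read initially and after 30 min at RT.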
ERG Ets-DNA blk = ERG Ets/DNA interaction inhibition; P11308; fluorescence polarization, His-ERG Ets domain / labelled DNA; Potency, µM (series often up to 76.9 µM), inactives show at the highest dose FP activity, negative = inhibition, usual class: inhibitors; actives 0.028% (n = 370,000); active means well fitted inhibition curve with a large enough effect in the polarisation, with a control signal flat; inconclusive means small, poorly fitted or top-dose-only effect, or effect the other way, or a change in a side signal; inactive means no such curve, though single readings can be large or run the other way; the % refers to the polarisation;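 further: polarization taken with two DNA probes labelled with fluorescein and Texas red; % of control where 0% means no effect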
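His-tagged ERG Ets domain (1 uM in the protein solution; 300mM KCl, 50mM Tris-HCl, 1mM EDTA, 1mM DTT, pH 7.5) received compound, then a probe mix of 5 nM fluorescein-DNA and 100nM Texas-615-DNA. Fluorescence polarization was read for both dyes.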
HP1b chromo inh = inhibitors of HP1-beta chromodomain binding to methylated histone tails | AlphaScreen HP1-beta / biotin-H3K9me3 peptide binding | AID 540317 | P83916 | Potency, µM (titrated, usually from 114 µM), for inactives: at the highest dose activity change, negative = inhibition, most hits filed as inhibitors | actives 0.56% (n = 390,000); further: nearly all actives have a fitted effect of over 70% in size; inactives centre near 23
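AlphaScreen: HP1-beta (50 nM) preformed 30 min with biotin-H3(1-18)K9me3 peptide (50 nM) in PBS pH 7.4, 0.01% Tween-20. Compound added for 30 min at RT, then streptavidin donor/nickel chelate acceptor beads (10 ug/mL) for 30 min.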
TrxR1 inh = inhibitors of rat thioredoxin reductase 1; recombinant rTrxR1, NADPH fluorescence consumption, selenite substrate; actives 1% (n = 390,000); Potency, µM (top dose mostly 114 µM), without a hit: at the top dose activity change, negative = inhibition, most hits filed as inhibitors; O89049; further: on the % scale 0 is the no-effect control and ±100 the full control effect; nearly all actives have a fitted effect of over 65% in size
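Rat TrxR1 (90 nM in the dispensed reagent) was pre-reduced with 400 uM NADPH for 5 min at room temperature, then incubated with compound for 15 min. After 400 uM selenite was added, NADPH fluorescence (Ex 340/Em 450 nm) was followed for 8 min.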
Numbers without * were called inactive; & = joins results of further samples; [ ] = dose if it differs, or a comment. Unless noted, the call rests on the fitted dose curve; in most records, active means well fitted curve in the direction sought with a large enough effect; inconclusive means small, poorly fitted or top-dose-only effect, or another doubt; inactive means no such curve, though single readings can be large; an effect the other way counts as inactive or inconclusive. Potency means the concentration at half of the fitted maximal effect. Not all compounds are listed (hit frequency here may not be typical).

Results for N/C(=N\OC(=O)CCC1CCCC1)c1ccc(Cl)cc1 ?
RGS4 inh: 12.9%; PGK inhibitor: -10.0%; Pin1 inhibitor: -7.9%; ALOX12 inh: 12.2%; JMJD2A Tudor: 67.9%[activator]; GLS inhibitor: 16.9%; ERG Ets-DNA blk: 2.3%; HP1b chromo inh: 73.1%[activator]; TrxR1 inh: 21.7%

Results for O=C(CN1C(=O)CCc2cc(S(=O)(=O)N3CCOCC3)ccc21)NCc1ccc(F)cc1 ?
RGS4 inh: 3.2%; PGK inhibitor: -0.4%; Pin1 inhibitor: 0.0%; ALOX12 inh: -34.9%; JMJD2A Tudor: -15.9%; GLS inhibitor: 7.6%; ERG Ets-DNA blk: -6.4%; HP1b chromo inh: 20.0%; TrxR1 inh: 8.8%[57.1 µM]

How did CCOc1ccccc1NC(=O)CCCc1nc(-c2ccccc2Cl)no1 do in these assays?
RGS4 inh: 1.8%; PGK inhibitor: -14.6%; Pin1 inhibitor: 5.5%; ALOX12 inh: -9.5%; JMJD2A Tudor: 28.1%; GLS inhibitor: 2.0%; ERG Ets-DNA blk: 0.1%; HP1b chromo inh: 54.4%[activator]; TrxR1 inh: 8.4%

Results for COc1cccc(-n2c(SCC(=O)Nc3sc4c(c3C(N)=O)CCC4)nc3ccccc3c2=O)c1 ?
RGS4 inh: 28.4%; PGK inhibitor: 1.9%; Pin1 inhibitor: 31.8%[activator]; ALOX12 inh: -18.6%; JMJD2A Tudor: -14.1%; GLS inhibitor: -4.1%; ERG Ets-DNA blk: -1.5%; HP1b chromo inh: -0.5%; TrxR1 inh: -24.8%[57.1 µM]

Results for O=C(COc1ccccc1Cl)Nc1cccc(S(=O)(=O)NC2=NCCCCC2)c1 ?
RGS4 inh: -11.0%; PGK inhibitor: -7.2%; Pin1 inhibitor: -0.6%; ALOX12 inh: -16.2%; JMJD2A Tudor: -17.2%; GLS inhibitor: 1.4%; ERG Ets-DNA blk: 2.6%; HP1b chromo inh: 26.3%; TrxR1 inh: 7.7%

How did CC(NC(=O)CCCc1c[nH]c2ccccc12)c1ccc(F)cc1 (centres undefined) do in these assays?
RGS4 inh: 4.2%; PGK inhibitor: -8.9%; Pin1 inhibitor: 1.1%; ALOX12 inh: -5.9%&-9.6%; JMJD2A Tudor: -34.9%; GLS inhibitor: -0.3%; ERG Ets-DNA blk: 2.4%; HP1b chromo inh: -23.1%; TrxR1 inh: 5.1%

What do the screens show for `CC1(C2CC2)NC(=O)N(CC(=O)NCc2ccc(Cl)cc2Cl)C1=O` (centres undefined)?
RGS4 inh: 13.8%; PGK inhibitor: 6.2%; Pin1 inhibitor: -1.7%; ALOX12 inh: 64.2%[activator]; JMJD2A Tudor: 0.0%; GLS inhibitor: -0.1%; ERG Ets-DNA blk: -7.7%; HP1b chromo inh: 44.6%[activator]; TrxR1 inh: 16.2%

What do the screens show for `N#Cc1c(-c2ccccc2)cc(-c2ccccc2)nc1SCC(=O)O`?
RGS4 inh: -43.6%; PGK inhibitor: -3.9%; Pin1 inhibitor: 0.9%; ALOX12 inh: -28.1%; JMJD2A Tudor: -2.5%; GLS inhibitor: 19.9%; ERG Ets-DNA blk: 18.2%; HP1b chromo inh: -7.6%; TrxR1 inh: -10.4%

How did CC(=O)CSc1ncnc2nc[nH]c12 do in these assays?
RGS4 inh: -9.8%; PGK inhibitor: -2.1%; Pin1 inhibitor: -0.7%; ALOX12 inh: inconclusive; JMJD2A Tudor: -24.0%; GLS inhibitor: -4.8%; ERG Ets-DNA blk: -3.0%; HP1b chromo inh: 17.9%; TrxR1 inh: -1.9%[57.1 µM]

Results for CCOC(=O)Cc1cc(=O)n2[nH]c(C)c(-c3ccc(OC)cc3)c2n1 ?
RGS4 inh: inconclusive; PGK inhibitor: 9.0%; Pin1 inhibitor: inconclusive; ALOX12 inh: 0.0%; JMJD2A Tudor: -34.8%; GLS inhibitor: 29.7%; ERG Ets-DNA blk: 4.9%; HP1b chromo inh: 32.7%; TrxR1 inh: -1.7%

What do the screens show for `Cc1ccc(NC(=O)CN2C(=O)COc3ccc(S(=O)(=O)NC4CCCC4)cc32)cc1N(C)C`?
RGS4 inh: 10.8%; PGK inhibitor: -6.3%; Pin1 inhibitor: -0.4%; ALOX12 inh: -14.2%; JMJD2A Tudor: -31.7%; GLS inhibitor: 33.8%[activator]; ERG Ets-DNA blk: -1.7%; HP1b chromo inh: 0.3%; TrxR1 inh: 4.2%

How did CCn1cc(/C=C(\NC(=O)c2ccc(OC)cc2)C(=O)N2CCN(C)CC2)c2ccccc21 do in these assays?
RGS4 inh: -6.3%; PGK inhibitor: 2.3%; Pin1 inhibitor: -0.4%; ALOX12 inh: inconclusive; JMJD2A Tudor: -22.9%; GLS inhibitor: 5.9%; ERG Ets-DNA blk: -8.3%; HP1b chromo inh: 23.9%; TrxR1 inh: -5.4%

What do the screens show for `COc1ccc(Nc2nc(N3CCCC3)c3ccccc3n2)cc1`?
RGS4 inh: -29.2%; PGK inhibitor: -6.8%; Pin1 inhibitor: -6.2%; ALOX12 inh: inconclusive; JMJD2A Tudor: 44.7µM*; GLS inhibitor: 17.8%; ERG Ets-DNA blk: 7.1%; HP1b chromo inh: inconclusive; TrxR1 inh: -0.4%

What do the screens show for `CCCNC(=O)c1c(NC(=O)c2ccccc2)sc2c1CCC(C(C)(C)C)C2` (centres undefined)?
RGS4 inh: 2.5%; PGK inhibitor: 3.9%; Pin1 inhibitor: -1.9%; ALOX12 inh: -21.4%; JMJD2A Tudor: 16.6%; GLS inhibitor: -15.9%; ERG Ets-DNA blk: -0.1%; HP1b chromo inh: 55.9%[activator]; TrxR1 inh: 20.5%

How did CCN(CC(=O)Nc1ccc(NC(C)=O)cc1)C(=O)C1CC(=O)N(Cc2ccc(C)cc2)C1 (centres undefined) do in these assays?
RGS4 inh: 27.1%; PGK inhibitor: -10.5%; Pin1 inhibitor: 1.1%; ALOX12 inh: 15.4%; JMJD2A Tudor: -6.2%; GLS inhibitor: 8.9%; ERG Ets-DNA blk: 2.3%; HP1b chromo inh: 22.2%; TrxR1 inh: 10.3%

Results for CCOC(=O)CC(NC(=O)c1cccs1)c1ccc(C)cc1 (centres undefined) ?
RGS4 inh: 16.6%; PGK inhibitor: -0.2%; Pin1 inhibitor: 0.5%; ALOX12 inh: 1.5%; JMJD2A Tudor: -9.5%; GLS inhibitor: -2.9%; ERG Ets-DNA blk: 1.6%; HP1b chromo inh: 15.1%; TrxR1 inh: 10.1%[57.1 µM]

How did CCOc1ccc(CNc2ccc(N3CCOCC3)c(C(=O)O)c2)cc1 do in these assays?
RGS4 inh: 17.4%; PGK inhibitor: -7.2%; Pin1 inhibitor: -5.6%; ALOX12 inh: 31.6%&13.3%; JMJD2A Tudor: 4.2%; GLS inhibitor: 5.1%; ERG Ets-DNA blk: 8.1%; HP1b chromo inh: 1.8%; TrxR1 inh: -1.8%

How did Cc1cc2c(=O)n(C)c(SCC(=O)Nc3ccccc3C)nc2s1 do in these assays?
RGS4 inh: 1.2%; PGK inhibitor: 3.4%; Pin1 inhibitor: 4.5%; ALOX12 inh: -26.8%; JMJD2A Tudor: -15.1%; GLS inhibitor: -0.2%; ERG Ets-DNA blk: 4.0%; HP1b chromo inh: 0.7%; TrxR1 inh: -7.7%[57.1 µM]

How did CC(=O)Nc1ccc(NC(=O)C(NS(=O)(=O)c2ccc(Br)s2)c2ccccc2)cc1 (centres undefined) do in these assays?
RGS4 inh: 5.9%; PGK inhibitor: 5.1%; Pin1 inhibitor: -4.1%; ALOX12 inh: -29.0%; JMJD2A Tudor: -12.3%; GLS inhibitor: 7.9%; ERG Ets-DNA blk: 0.3%; HP1b chromo inh: 20.3%; TrxR1 inh: 7.3%

Results for Cc1nc(S(=O)(=O)Cc2ccc(Cl)cc2)nc2c1CCC2 ?
RGS4 inh: 16.5%; PGK inhibitor: -8.9%; Pin1 inhibitor: -6.6%; ALOX12 inh: inconclusive; JMJD2A Tudor: -12.1%; GLS inhibitor: 4.6%; ERG Ets-DNA blk: 1.5%; HP1b chromo inh: 6.6%; TrxR1 inh: 20.7%[57.1 µM]

Results for O=C(Cc1cccs1)NC(c1ccccc1)c1ccccc1 ?
RGS4 inh: 1.3%; PGK inhibitor: 3.4%; Pin1 inhibitor: 5.0%; ALOX12 inh: -18.6%; JMJD2A Tudor: -5.4%[57.1 µM]; GLS inhibitor: -0.4%; ERG Ets-DNA blk: -2.9%; HP1b chromo inh: 30.2%; TrxR1 inh: 22.0%[57.1 µM]

What do the screens show for `CCc1cccc(NC(=O)Cn2c(=O)n(CCC(=O)NCC3CCCO3)c(=O)c3cc(OC)c(OC)cc32)c1` (centres undefined)?
RGS4 inh: -3.4%&9.2%; PGK inhibitor: 1.8%; Pin1 inhibitor: -9.3%&3.0%; ALOX12 inh: -18.1%&5.9%; JMJD2A Tudor: -13.7%&1.0%; GLS inhibitor: 12.2%&-3.8%; ERG Ets-DNA blk: 0.3%&-2.7%; HP1b chromo inh: -2.6%&32.0%; TrxR1 inh: 31.3%[57.1 µM]

High-throughput results deposited in PubChem BioAssay by National Center for Advancing Translational Sciences (NCATS).
